# Pf gametocyte: kills late stage P. falciparum gametocytes; P. falciparum stage V gametocytes, ATP luminescence, 24 h; inhibition, % at 10.9 µM; 150,000 compounds, 0.065% hits;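 active means inhibition above the mean plus 3 SD of compounds within the control limits, set per campaign, cut at about 38% in these data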;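 further: 0% = DMSO wells and 100% = medium only without gametocytes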
# Rac1 act GTP bind: alters GTP binding to activated mutant human Rac1 | GST-Rac1 activated beads, fluorescent GTP binding, flow cytometry; actives lie on both sides; 100% means binding = to untreated wells | percent activity (GTP binding), % at 10 µM | 190,000 compounds, 0.11% hits | AID 764;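 active means GTP binding at least 20 percentage points away from the 100% baseline, in either direction, so actives lie on both sides; inconclusive means Compound likely fluorescent itself, or too few beads counted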
# Rab7 wt GTP bind: modulators of GTP binding to dog Rab7 wildtype GTPase. GST-Rab7 beads, fluorescent GTP binding, flow cytometry; actives lie on both sides; untreated = 100%, excess cold GTP = 0%. GTP binding activity (percent of control), % at 10 µM. 190,000 compounds, 0.055% hits;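 active means fluorescent GTP binding to Rab7 beads changed by at least 20 points from the 100% baseline, either direction, mostly lower; inconclusive means compound itself probably fluorescent, or too few beads counted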;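 further: median green fluorescence of bound Bodipy-FL-GTP per Rab7 bead population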
# Mcl1-Noxa inh: Mcl-1/Noxa interaction inhibition | TR-FRET Mcl-1/Noxa peptide binding, 2 h | inhibition, % at 21.7 µM | 220,000 compounds, 1.5% hits | AID 1022;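 active means compounds that cut the protein-peptide binding signal by more than 50% relative to plate controls in a single-dose test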;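 further: His-tagged Mcl-1 with rhodamine Noxa BH3 peptide and terbium anti-His antibody; 0% = Mcl-1 plus Noxa peptide wells and 100% = peptide-only wells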
# Target sequence (Q07820 whole entry, looked up): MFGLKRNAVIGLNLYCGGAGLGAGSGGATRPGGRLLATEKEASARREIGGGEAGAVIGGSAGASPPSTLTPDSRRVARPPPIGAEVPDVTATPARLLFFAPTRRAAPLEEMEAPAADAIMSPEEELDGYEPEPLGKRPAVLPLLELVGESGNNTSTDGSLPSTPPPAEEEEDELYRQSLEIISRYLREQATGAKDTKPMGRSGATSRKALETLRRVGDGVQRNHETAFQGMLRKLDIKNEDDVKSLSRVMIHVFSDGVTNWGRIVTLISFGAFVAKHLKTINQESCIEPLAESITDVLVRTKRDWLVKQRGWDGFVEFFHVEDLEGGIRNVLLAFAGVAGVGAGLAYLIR
# HRas wt GTP: human HRas wildtype GTP binding, change in either direction. P01112. GST-Ras wt beads, Bodipy-FL-GTP binding, flow cytometry; actives lie on both sides. GTP binding activity, % at 10 µM. 190,000 compounds, 0.14% hits. AID 759;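 active means GTP binding activity at least 20% away from the 100% baseline, either lowered as inhibitor or raised as activator; inconclusive means flagged as likely green fluorescent, judged across all proteins in the well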;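 further: 0% = unlabeled GTP competition control and 100% = no-compound control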
# Target sequence (P01112 whole entry, looked up): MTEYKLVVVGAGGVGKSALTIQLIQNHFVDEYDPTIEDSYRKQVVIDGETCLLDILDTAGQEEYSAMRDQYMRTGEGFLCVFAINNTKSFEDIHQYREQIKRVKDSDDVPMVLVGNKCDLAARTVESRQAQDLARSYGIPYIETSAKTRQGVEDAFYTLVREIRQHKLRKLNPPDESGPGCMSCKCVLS
# Rab2 wt GTP: changes GTP binding to wildtype dog Rab2A, up or down | P61105 | GTP binding activity, % at 10 µM | 190,000 compounds, 0.19% hits | GST-Rab2 wt beads, Bodipy-GTP binding, flow cytometry;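 active means GTP binding activity at least 20 points away from 100%, either lowered or raised; inconclusive means signal likely due to the compound's own green fluorescence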;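 further: 0% = beads with excess unlabeled GTP and 100% = no-compound control corrected for plate trend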
# RGS8-Gao: regulators of human RGS8-Galphao interaction. P09471. multiplexed bead flow cytometry, RGS8-Galphao binding; actives lie on both sides. response (percent of control binding), % at 10 µM. 220,000 compounds, 0.34% hits. AID 1423; in the data active means response below about 60% or above about 140%; inactive means in between;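 further: Galphao activated as the GDP aluminium fluoride complex binding bead-coupled RGS8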
# Bim-Mcl-1: inhibitors of Bim-Mcl-1 interaction, human; Q07820; Bead-based flow cytometry, Bim peptide-Mcl-1 binding; inhibition, % at 10 µM; 190,000 compounds, 0.1% hits; AID 1009; in the data active means inhibition above about 40%;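 further: 0% = no compound tracer wells and 100% = peptide blocker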
# Rac1 wt GTP bind: modulators of human Rac1 wildtype GTP binding; P63000; GST-Rac1 beads, fluorescent GTP binding, flow cytometry; actives lie on both sides; 0 = cold GTP competed, 100 = untreated; GTP binding activity (% of control), % at 10 µM; 190,000 compounds, 0.27% hits;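 active means GTP binding activity at least 20 points away from the 100% control level, either lower or higher; inconclusive means compound flagged as likely green fluorescent, judged across all proteins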
# Cdc42 wt GTP: modulators (inhibitors or activators) of GTP binding to human Cdc42 wildtype; P60953; GST-Cdc42 beads, Bodipy-GTP binding, flow cytometry; actives lie on both sides; percent activity (GTP binding), % at 10 µM; 190,000 compounds, 0.2% hits;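 active means percent activity GTP binding at least 20 points away from the 100% baseline, either down as inhibitor or up as activator; inconclusive means compound flagged as likely green fluorescent from well-wide comparison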;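 further: median bead fluorescence of bound Bodipy-FL-GTP at 100 nM; 0% = excess unlabeled GTP control and 100% = no compound control; below 100% means less GTP binding so inhibitor and above means activator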
# Target sequence (P60953 whole entry, looked up): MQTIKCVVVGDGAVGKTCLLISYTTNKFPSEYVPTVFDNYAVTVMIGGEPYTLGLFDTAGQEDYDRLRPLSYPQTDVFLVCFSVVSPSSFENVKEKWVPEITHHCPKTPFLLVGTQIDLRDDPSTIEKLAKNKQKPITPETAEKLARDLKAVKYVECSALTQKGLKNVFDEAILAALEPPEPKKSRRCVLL
# Mcl1-Bid inh: Mcl-1/Bid interaction inhibition | Q07820 | TR-FRET Mcl-1/Bid-Dy647 peptide binding, 1536-well | inhibition, % at 21.7 µM | 220,000 compounds, 0.97% hits | AID 1021;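 active means compounds that cut the binding signal by more than half at the single screening dose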;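 further: His-tagged Mcl-1 with europium anti-His antibody binding Bid BH3 peptide; 0% = Mcl-1 plus peptide wells and 100% = peptide-only wells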
# Starred values were filed as active, the others as inactive; u = inconclusive; x = no result given. Compounds as they come, and some 2.9% of all compounds hit somewhere here.
SMILES,Pf gametocyte,Rac1 act GTP bind,Rab7 wt GTP bind,Mcl1-Noxa inh,HRas wt GTP,Rab2 wt GTP,RGS8-Gao,Bim-Mcl-1,Rac1 wt GTP bind,Cdc42 wt GTP,Mcl1-Bid inh
Cc1ccc(-c2n[nH]c(=S)n2-c2ccccc2)cc1,x,96,96,30,98,100,x,-4,99,98,0
COc1ccc(OC)c(NC(=O)CSc2nc3c(c(=O)n(C)c(=O)n3C)n2C)c1,-6,98,104,3,101,101,97,0,101,100,-28
COc1ccc2c(C)cc(SCC(=O)Nc3ccc(Cl)cn3)nc2c1,x,100,100,-12,100,102,98,0,104,105,-29
N#CCCN(C(=O)CSc1nc(-c2ccccc2)cn1N)c1ccc(F)cc1,x,99,103,20,102,101,93,-1,106,102,-5
COC(=O)Nc1nc2c(C)cccc2s1,x,99,102,-5,102,101,103,-5,105,103,-4
CCNc1ccc(C(=O)NN=C2CCCC2)cc1[N+](=O)[O-],-10,97,99,29,100,97,97,1,105,105,-8
Cc1[nH]n(-c2ccccc2)c(=O)c1/C=N\NC(=O)C1COc2ccccc2O1 (stereo unspecified),1,92,92,-57,94,92,97,-2,92,95,-79
O=C(c1ccc(Cn2c(=O)[nH]c3ccccc3c2=O)cc1)N1CCN(c2ccc(F)cc2)CC1,x,100,100,-12,101,100,103,-2,106,102,-14
COc1cccc(NC(=O)COC(=O)c2nc(Cl)ccc2Cl)c1,12,96,95,7,95,95,99,-4,95,95,-16
CCO[C@@H]1OC(C(=O)N2CCN(Cc3ccccc3)CC2)=C[C@H](c2csc3ccccc23)[C@H]1CCCO,x,96,93,4,95,95,98,0,98,94,12
S=C(NCC1CCCO1)Nc1ccc(Cl)c(Cl)c1 (stereo unspecified),-10,99,103,4,100,99,105,-2,98,99,-45
CC(=O)OCC(=O)Nc1ccccc1C,10,96,91,18,94,96,87,0,98,99,5
CCOC(=O)c1sc(NC(=O)CCN2CCCCCC2)c(C(=O)OCC)c1C,-8,95,102,-3,98,100,104,-5,98,99,-15
OC(CN1CCOCC1)C12CC3CC(CC(C3)C1)C2 (stereo unspecified),10,99,102,-10,100,100,101,-7,104,99,-40
COc1ccc(C(C(=O)NC2CCCC2)N(C(=O)c2ccoc2C)c2ccc(C)c(C)c2)cc1 (stereo unspecified),21,97,99,6,97,97,104,4,96,92,-8
O=C(CSc1nnc(Cc2ccccc2)o1)Nc1ccc2c(c1)OCO2,x,99,98,11,99,99,103,-2,101,99,-22
O=C(NCc1ccccc1)C(c1ccco1)N(C(=O)c1ccccn1)c1ccc(F)cc1 (stereo unspecified),x,92,102,16,93,95,101,-3,92,93,-33
CCN1CCN(C(=O)/C=C/c2c(F)cccc2Cl)CC1,12,102,95,19,99,96,84,-2,104,99,3
Cc1ccc(-c2c(C(=O)NNC(=S)NCC3CCCO3)csc2C)cc1 (stereo unspecified),7,95,103,5,99,96,103,-2,98,94,-14
CCOc1ccc(NC(=O)CSc2nnc(Cn3c(=O)sc4ccccc43)n2C)cc1,x,98,104,2,100,100,99,-1,104,100,8
Clc1ccc(OCc2nc(-c3ccccn3)no2)c(Br)c1,x,98,97,7,97,94,104,0,103,99,0
CC(Cl)C(=O)c1ccc2c(c1)CCN2C(=O)C1CC1 (stereo unspecified),1,96,97,15,98,99,101,-5,103,99,5
Cc1c(NC(=O)c2ccco2)cccc1-c1nc2cccnc2s1,x,102,104,29,102,101,101,-2,104,103,-3
CCN(CC)CCOc1ncnc2c1oc1ccccc12,6,94,93,23,96,95,115,-6,96,97,-13

# Some entries already given, showing only Rab2 wt GTP, Cdc42 wt GTP and RGS8-Gao.
SMILES	Rab2 wt GTP	Cdc42 wt GTP	RGS8-Gao
Cc1c(NC(=O)c2ccco2)cccc1-c1nc2cccnc2s1	101	103	101
CCN(CC)CCOc1ncnc2c1oc1ccccc12	95	97	115

# (listing goes on)
SMILES,Pf gametocyte,Rac1 act GTP bind,Rab7 wt GTP bind,Mcl1-Noxa inh,HRas wt GTP,Rab2 wt GTP,RGS8-Gao,Bim-Mcl-1,Rac1 wt GTP bind,Cdc42 wt GTP,Mcl1-Bid inh
Cc1nc(C)c(C(=O)Nc2cccc(C)c2C)o1,x,97,98,29,100,99,94,0,100,99,-6
O=C1CCCCCN1Cc1nnc(SCc2nc3ccccc3s2)n1-c1ccccn1,6,100,105,7,102,104,101,-4,102,98,-21
CCC(COC(=O)Nc1cccc(C)c1C)NC(=O)OCC(C)C (stereo unspecified),2,97,102,-2,99,99,102,2,100,100,-4
O=C(Nc1nccs1)NC1CCCCC1,-43,96,101,1,101,98,102,-5,99,99,-25
CCN(Cc1ccccc1)Cc1cccc([N+](=O)[O-])c1,-16,98,96,0,99,97,102,-2,101,99,-59
COc1ccc2c(c1)c(CC(=O)Nc1ccc(C)cc1)c(C)n2C(=O)c1ccc(Cl)cc1,x,98,99,5,99,99,98,0,101,101,-9
Cc1c(Cl)c([N+](=O)[O-])nn1Cc1ccc(C(=O)Nc2ccc(Cl)cn2)o1,-1,97,99,-1,96,97,88,0,95,97,1
O=C(NCc1ccc(F)cc1)C(c1ccccc1)N(CC1CCCO1)C(=O)Cn1nnc2ccccc21 (stereo unspecified),5,u,u,2,u,u,83,0,u,u,-5
CC(C)Cn1c(N2CCN(CC(=O)Nc3ccc(Cl)cc3)CC2)nc2ccccc21,-14,97,103,8,98,102,98,0,97,95,-24
COc1ccc(NC(=O)Nc2nccs2)cc1,-4,103,101,6,103,101,101,0,104,108,-33
CC(=O)NC1(C2CCCCC2=O)CCCCC1 (stereo unspecified),-11,102,101,12,102,102,102,4,105,106,-6
CC(=O)NC(Cc1c[nH]c2ccccc12)C(=O)Nc1ccc2c(c1)OCO2 (stereo unspecified),6,97,98,-1,100,98,99,-2,98,99,-32
CC1(C)CC(=O)C(C=NCCN2CCN(CC(=O)Nc3ccc(Cl)cc3)CC2)=C(O)C1,14,93,96,8,97,95,104,-1,97,93,-14
COc1cc(C2C(C(=O)c3ccco3)=C(O)C(=O)N2Cc2cccnc2)cc(OC)c1OC (stereo unspecified),x,97,98,7,96,99,97,-3,98,98,-27
O=S(=O)(NCc1cc(-c2ccccc2Cl)no1)c1ccccc1,x,99,101,-14,103,103,98,0,109,107,-42
Cc1ccc2c(c1)C(c1ccc(F)cc1)N(C(=O)C1CC1)CC(=O)N2 (stereo unspecified),x,96,96,14,97,98,101,0,98,96,-7
Cc1cc(C)nc(N(C#N)S(=O)(=O)c2ccccc2Cl)n1,x,98,98,24,98,101,101,-4,109,108,89*
CC(=O)Nc1ccccc1C(=O)N1CC(C)OC(C)C1 (stereo unspecified),14,96,99,-6,98,96,100,5,99,97,-12
O=[N+]([O-])c1ccc(/C=N/Nc2ccc3ccccc3c2)o1,-8,99,103,8,103,100,100,-3,102,99,-84
CC(=O)N/C(=C\c1ccccc1)C(=O)OCC(=O)NC(C)C12CC3CC(CC(C3)C1)C2 (stereo unspecified),x,99,103,10,103,102,102,-2,104,100,-1
CC(=O)Nc1ccc(S(=O)(=O)NCC2CCC(C(=O)NC(C)c3ccccc3)CC2)cc1 (stereo unspecified),14,98,107,-22,101,98,111,-22,101,99,-5
Cc1ccc(S(=O)(=O)N2CC3(C)CN(S(=O)(=O)c4ccc(C)cc4)CC(C)(C2)C3)cc1,x,100,98,-12,102,100,101,0,106,101,-11
CCN=C1Cn2c(nc3scc(-c4ccccc4)c3c2=O)CN1CC,-4,101,100,-4,102,103,97,-5,105,103,-3
O=C(N/N=C/C(Cl)=C\c1ccccc1)c1cnccn1,x,95,98,x,96,94,97,-6,92,97,-27
CCCOc1ccc(-c2nc(C#N)c(N3CCN(CC)CC3)o2)cc1,x,99,100,40,101,98,101,1,104,98,-14
CCN(CC)c1ccc(/C=C(\C#N)c2nc(-c3cccs3)c(NC(C)=O)s2)cc1,x,u,u,15,u,u,102,x,u,u,3
Cc1ccc(S(=O)(=O)N2CCOCC2)cc1C(=O)OCC(=O)N1CCc2ccccc2C1,x,94,100,21,96,98,107,x,97,98,-9
O=[N+]([O-])c1cc(CN2CCC(O)CC2)ccc1Cl,2,97,100,11,98,98,101,1,100,101,2
Cc1nnc(SC(C(=O)Nc2cc(Cl)cc(Cl)c2)c2ccccc2)[nH]c1=O (stereo unspecified),-5,90,91,15,91,90,101,1,93,89,-15
COc1cccc(/C=C2/NC(=O)NC2=O)c1OCC(=O)Nc1ccccc1,13,97,108,1,100,101,101,2,101,100,-5
CCOC(=O)N1CCC(N(CCN(C)C)C(=S)Nc2ccccc2OCC)CC1,-17,100,108,7,104,101,101,-3,105,101,-32
CC(=N)C1=C(O)CC(C)(C)CC1=O,0,97,97,-11,99,97,101,-2,105,107,-62
O=C(OCC(=O)c1ccc(Cl)cc1Cl)c1ccc2c(c1)C(=O)N(c1cccc3ncccc13)C2=O,-12,u,u,27,u,u,111,-4,u,u,5
C/C=C/Cn1c(N2CCCCCC2)nc2c1c(=O)[nH]c(=O)n2C,x,100,102,-3,103,101,99,-6,113,102,-89
Cc1cccc(COCC(Cc2ccccc2)N2CCN(C(=O)c3ccc(Cl)c(Cl)c3)CCC2=O)c1 (stereo unspecified),1,98,93,0,100,100,100,-1,100,97,7
O=C1CC(N2CCN(S(=O)(=O)c3ccc(Cl)cc3)CC2)C(=O)N1CCc1ccccc1 (stereo unspecified),x,99,102,2,100,97,101,-5,103,102,-2
CC(C)Oc1ccc(/C(O)=C2/C(=O)C(=O)N(Cc3cccnc3)C2c2ccco2)cc1 (stereo unspecified),23,93,98,11,96,98,103,-1,96,97,-116
O=C(CSc1nnc(-c2cccc(F)c2)o1)Nc1nncs1,0,93,92,-11,90,95,105,-4,92,96,13
CCn1c(=O)[nH]c2cc(C(=O)N3CCN(c4ccccc4)CC3)ccc2c1=O,x,100,97,-7,100,101,94,0,102,100,-23
O=c1[nH]n(-c2cccc(Cl)c2)c2ncccc12,-9,97,96,3,97,96,100,1,102,97,-29
COc1ccc(/C=N/NC(=O)c2cc(C34CC5CC(CC(C5)C3)C4)[nH]n2)cc1OC,-1,96,94,18,95,93,99,0,100,96,-3
Cc1c(CNC(=O)c2cnn3c2NC(c2ccc(Br)cc2)CC3C(F)(F)F)cnn1C (stereo unspecified),x,100,101,15,101,101,99,0,105,101,-41
O=C(NC1CCCCC1)c1c2c(nc3ccccc13)CCC2,14,95,107,27,99,100,103,0,98,97,-35

# High-throughput results from PubChem.
